MrgX1 PAM = human MrgX1 positive allosteric modulation, primary screen. B-score at 10 µM. Q96LB2. MrgX1-HEK293, Fluo-4 calcium flux, FDSS; active compounds read high. 0.63% of 310,000 active;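 active = plate-corrected calcium response at least 3 library SD above typical, normal starting fluorescence, not activating the receptor alone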;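 note: compound read alongside a low EC10 to EC30 dose of BAM8-22 agonist; peak minus trough fluorescence over baseline measured at the second addition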
TRPC4 inh = inhibitors of mouse TRPC4 channel. HEK293 TRPC4beta/mu-opioid, DAMGO-evoked Fluo4 calcium flux; active compounds read low. B-score at 10 µM. AID 2247. 0.39% of 300,000 active;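 active = B-score over 3 SD under the library average, no early fluorescence shift, positive overall ratio signal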
Target sequence (Q9QUQ5 whole entry, looked up): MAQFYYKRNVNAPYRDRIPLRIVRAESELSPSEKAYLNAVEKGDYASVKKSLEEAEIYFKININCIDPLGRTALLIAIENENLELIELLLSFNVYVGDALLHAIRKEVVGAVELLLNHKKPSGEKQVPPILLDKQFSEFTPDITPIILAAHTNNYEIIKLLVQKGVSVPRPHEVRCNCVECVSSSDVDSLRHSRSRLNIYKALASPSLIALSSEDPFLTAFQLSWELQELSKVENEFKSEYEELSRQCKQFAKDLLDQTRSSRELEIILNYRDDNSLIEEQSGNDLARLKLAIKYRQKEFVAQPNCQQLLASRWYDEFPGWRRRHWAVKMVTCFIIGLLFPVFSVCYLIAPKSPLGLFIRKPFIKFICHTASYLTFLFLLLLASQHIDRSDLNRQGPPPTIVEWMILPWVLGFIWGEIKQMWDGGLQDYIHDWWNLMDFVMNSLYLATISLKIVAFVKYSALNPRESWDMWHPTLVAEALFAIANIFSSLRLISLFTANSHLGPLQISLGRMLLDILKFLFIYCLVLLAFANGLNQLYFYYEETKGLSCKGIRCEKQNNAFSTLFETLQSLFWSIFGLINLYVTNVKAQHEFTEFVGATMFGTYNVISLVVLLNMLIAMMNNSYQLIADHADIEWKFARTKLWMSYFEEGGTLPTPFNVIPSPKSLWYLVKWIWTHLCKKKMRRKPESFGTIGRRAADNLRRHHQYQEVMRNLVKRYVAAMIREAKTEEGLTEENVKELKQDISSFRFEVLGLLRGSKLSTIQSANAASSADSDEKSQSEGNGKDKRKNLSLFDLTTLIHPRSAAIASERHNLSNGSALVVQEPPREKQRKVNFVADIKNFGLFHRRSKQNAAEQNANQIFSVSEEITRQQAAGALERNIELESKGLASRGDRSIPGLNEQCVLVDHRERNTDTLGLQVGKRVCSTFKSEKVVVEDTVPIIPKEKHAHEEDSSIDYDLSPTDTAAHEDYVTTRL
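test system = HEK293 cells with stable TRPC4beta plus mu-opioid receptor expression | detection = Fluo4 Ca2+ flux fluorescence | read-out = integrated fluorescence ratio relative to baseline, converted to per-well B score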
TMEM16A inh = inhibitors of mouse TMEM16A calcium-activated chloride channel; Q8BHY3; HEK293 TMEM16A/YFP iodide influx fluorescence, ionomycin; normalized B-score (activity score, 25-100; higher = stronger inhibition) at 10 µM; 1.2% of 310,000 active;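 active = ratio plate-corrected score three or more library SD toward inhibition, starting fluorescence score within five deviations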;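 note: score derived from kinetic fluorescence span divided by baseline fluorescence per well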
MrgX1 antagonist = blocks BAM8-22 activation of human MrgX1 receptor; Q96LB2; MRGX1-HEK293 calcium flux, Fluo-4, BAM8-22 antagonism; active compounds read low; B-score at 10 µM; 1.3% of 310,000 active; AID 588676;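 active = calcium-response B-score plate-corrected more than 3 library SD below zero, starting fluorescence within 5 deviations, no agonist response on first addition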;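 note: peak minus trough fluorescence over baseline after final BAM8-22 challenge near maximal dose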
ANO1 activ = activators or potentiators of mouse TMEM16A chloride channel | HEK293 TMEM16A/YFP-H148Q/I152L, iodide quench fluorescence; active compounds read low | 0.3% of 340,000 active | B-score at 10 µM;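 active = fluorescence-ratio B-score plate-corrected deviation score at least 3 library SD below zero, with starting fluorescence score within 5 deviations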;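 note: channel opened by trigger with iodide after compound preincubation; score built on the fluorescence ratio of max minus min over baseline; more negative score means more quench and so TMEM16A activation or potentiation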
TRPC4 PAM = allosterically enhances the mouse TRPC4 cation channel; AID 2227; 0.42% of 310,000 active; Q9QUQ5; HEK293 TRPC4beta/mu-opioid, DAMGO EC20, Fluo-4 Ca2+ flux; active compounds read high; B-score at 10 µM;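 active = B-score of calcium response area above 5 SD of library B-scores, with initial fluorescence ratio within 5 SD of library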;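 note: B-score of integrated fluorescence ratio over time as area under calcium response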
MrgX1 agonist = agonists of human MrgX1 receptor; MrgX1-HEK293 cells, Fluo-4 calcium fluorescence, agonist mode; active compounds read high; 0.44% of 310,000 active; Q96LB2; AID 588627; B-score at 10 µM;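 active = calcium response B-score plate-corrected fluorescence ratio at least 3 library SD, with starting fluorescence B-score inside 5 SD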
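Material: HEK293 cells stably expressing human MrgX1 receptor | Quantity: 15,000 cells per well | Times: Cells plated overnight, dye loaded 0.5 h 37 °C, 0.5 h room temperature | Measured by: Kinetic Fluo-4 NW fluorescence of intracellular calcium | Control set: Positive and negative controls per plate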
TRPC4 agonist = TRPC4 (mouse) channel activation. B-score at 10 µM. 0.49% of 310,000 active. HEK293 TRPC4beta/mu-opioid, Fluo4 calcium fluorescence; active compounds read high;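 active = B-score above 5 SD of library B-scores, and initial fluorescence ratio not above library mean plus 5 SD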;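 note: positive B-score marks a calcium rise read as TRPC4 activation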
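Assay system: HEK293 stable line with TRPC4beta plus mu-opioid receptor. Times: dye 45 min RT, read 110 s. Measured by: kinetic Fluo4 calcium fluorescence. Measure: B score of integrated ratio. Controls: assay buffer as low control, maximal DAMGO as high control.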
RGS4 inh = inhibitors of human RGS4; P49798; HEK293 M3R/RGS4 inducible, Fluo-4 calcium flux; active compounds read high; triggered by carbachol at its EC20; B-score at 10 µM; 0.45% of 310,000 active;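 active = B-score, a plate-corrected calcium signal, over three deviations above library mean, with baseline fluorescence within five deviations of library mean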;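 note: RGS4 expression induced by doxycycline in cells with stable M3 receptor; B-score is computed from the integrated fluorescence ratio over baseline after carbachol; higher B-score means a larger calcium signal and so more RGS4 inhibition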
TRPC6 activator = activators of mouse TRPC6 channel; HEK293-TRPC6 membrane potential dye fluorescence; active compounds read high; B-score at 10 µM; AID 2550; 0.13% of 310,000 active; Q61143;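 active = B-score of the integrated fluorescence ratio above library mean plus 3 SD, and starting fluorescence ratio within library mean plus 5 SD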;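 note: higher score means more depolarization so channel activation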
TRPC6 inh = blocks the mouse TRPC6 cation channel. Q61143. HEK293-TRPC6, membrane potential dye, ACh-evoked depolarization; active compounds read low. B-score at 10 µM. 1.1% of 310,000 active;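 active = B-score under library mean minus 3 SD, initial fluorescence not abnormally high, positive integrated signal ratio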;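 note: B-score derived from integrated fluorescence ratio over the kinetic read; more negative B-score means stronger inhibition of depolarization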
* hit, by the source's call; i = inactive; . = not tested or not shown.

SMILES	MrgX1 PAM	TRPC4 inh	TMEM16A inh	MrgX1 antagonist	ANO1 activ	TRPC4 PAM	MrgX1 agonist	TRPC4 agonist	RGS4 inh	TRPC6 activator	TRPC6 inh
O=C(NCC1CCCO1)C1CCN(C2CCN(C(=O)CC3CCCC3)CC2)CC1 (configuration not stated)	i	i	i	i	-6.61*	i	i	i	i	i	i
COc1ccc(-c2cc(C(F)(F)F)nc(N3CCCCC3)n2)cc1OC	i	i	i	i	i	i	i	i	i	i	i
COc1ccc(N/C(N)=N/c2nc(C)c(Cc3ccccc3)c(=O)[nH]2)cc1	i	i	i	i	i	i	i	i	i	i	i
O=C(CSc1nnc(NC(=O)CN2CCOCC2)s1)Nc1ccccc1	i	i	i	i	i	i	i	i	i	i	i
O=S(=O)(Nc1cccnc1)c1ccc(F)cc1	i	i	i	i	i	i	i	i	i	i	i
CC1CCN(C(=O)c2ccc3c(c2)NC(=O)CN3)CC1	i	i	i	i	.	i	i	i	i	i	i
Cc1ccc(-n2nc(C(=O)c3ccccc3)n3c(=O)cc(-c4ccccc4)nc23)cc1	i	i	i	i	i	i	i	i	i	i	i
Cc1nonc1OCCNCCNc1ccccc1[N+](=O)[O-]	i	i	i	i	i	i	i	i	i	i	i
CC(=O)Nc1ccc(NC(=O)CCC(=O)OCC(=O)c2cccc([N+](=O)[O-])c2)cc1	i	i	i	i	i	i	i	i	i	i	i
COc1ccccc1N1CCN(Cc2nc3ccccc3[nH]2)CC1	i	i	i	i	i	i	i	i	i	i	i
COc1ccc(CCNC(=O)C2CCC(CNS(=O)(=O)c3ccccc3)CC2)cc1OC (configuration not stated)	i	i	i	i	.	i	i	i	i	i	i
COc1cc(C(=S)NC2CCCCC2)ccc1O	i	i	i	i	i	i	i	i	i	i	i
CC(C)c1nnc(SCC(=O)Nc2ccc3c(c2)OCCO3)n1C	i	i	i	i	i	i	i	i	i	i	i
CCOC(=O)C(CCSC)Nc1nc(Cl)nc(Nc2ccc(Cl)cc2)n1 (configuration not stated)	i	i	i	i	i	i	i	i	i	i	i
CCN(CC(=O)Nc1cc(Cl)ccc1C)C(=O)COc1ccccc1F	i	i	i	i	i	i	i	i	i	i	i
Cc1ccc(Cc2nnc(SCC(=O)Nc3ccccc3Cl)[nH]c2=O)cc1	i	i	i	i	i	i	i	i	i	i	i
CCN1C(=O)[C@H]2[C@@H](c3ccc(C)cc3)N3C(=O)N(c4cccc(Br)c4)C(=O)[C@@]3(CC)[C@H]2C1=O	i	i	i	i	i	i	i	i	i	i	i
CCOC(=O)C1CCCN(CCC(=O)Nc2ccc(Br)cc2)C1 (configuration not stated)	i	i	i	i	i	i	i	i	i	i	i
CCn1c(=O)n(CC)c2cc(N3CCCC3)c(NC(=O)c3ccccc3)cc21	i	i	i	i	i	i	i	i	i	i	i
Cc1ccc(N2C(=O)CSC2=S)cc1C	i	i	i	i	i	i	i	i	i	i	i
O=C(OCCOCCN=C1NS(=O)(=O)c2ccccc21)c1ccccc1	i	i	i	i	i	i	i	i	i	i	i
O=S(=O)(c1ccccc1)c1nc(NCc2cccnc2)sc1Cl	i	i	i	i	i	i	i	i	i	i	i
Cn1c(=O)oc2cc(S(=O)(=O)N3CCCC(C(=O)NCc4ccc5c(c4)OCO5)C3)ccc21 (configuration not stated)	i	.	i	i	i	.	i	.	.	.	.
COc1cccc(C(=O)NNC(=O)Cc2ccc([N+](=O)[O-])cc2)c1	i	i	i	i	i	i	i	i	i	i	i
NS(=O)(=O)c1cccc(NC(=O)Cn2nc(C(=O)O)c3ccccc3c2=O)c1	i	i	i	i	i	i	i	i	i	i	i
O=C(NCCc1ccc(F)cc1)C(=O)NCC1CCCN1S(=O)(=O)c1ccccc1 (configuration not stated)	i	i	i	i	i	i	i	i	i	i	i
CCc1nn2c(=O)cc(CSCC(=O)Nc3ccccc3F)nc2s1	i	i	i	i	i	i	i	i	i	i	i
O=C(Cn1c(C(=O)O)cc2ccccc21)c1ccccc1	i	i	i	i	i	i	i	i	i	i	i
CCCCOc1ccccc1N	i	i	i	i	i	i	i	i	i	i	i
Cc1nc(C)c(C(=O)N2CCCC(C(=O)c3cc(F)ccc3F)C2)s1 (configuration not stated)	i	i	i	i	i	i	i	i	i	i	i
COc1ccc(S(=O)(=O)Cc2ccc(C(=O)NCc3ccccc3OC)o2)cc1	i	i	i	i	i	i	i	i	i	i	i
O/N=C1\CCCCc2ccccc21	i	i	i	i	i	i	i	i	i	i	i
O=C(Cc1ccc(-n2c(=O)[nH]c3ccsc3c2=O)cc1)N1CCN(c2ccc(Cl)cc2)CC1	i	i	i	i	i	i	i	i	i	i	i
CC1(C)Cc2c(c(-c3ccccc3)nc3[nH][nH]c(=O)c23)CO1	i	i	i	i	i	i	i	i	i	i	i
CCCn1c(SCC(=O)NCc2ccccc2Cl)n[nH]c1=O	i	i	i	i	i	i	i	i	i	i	i
COCCCNc1nc2c(c(=O)n(Cc3ccc(Cl)cc3)c(=O)n2C)n1C	i	i	i	i	i	i	i	i	i	i	i
CC(C)(C)C(=O)/C(=C/c1ccc(Cl)cc1)n1cncn1	i	i	i	i	i	i	i	i	i	i	i
CCN(CC(=O)NCc1cccs1)C(=O)c1ccc(S(=O)(=O)Nc2ccccc2C)cc1	i	i	i	i	i	i	i	i	i	i	i
CCS(=O)(=O)N1CCC(C(=O)Oc2ccccc2Br)CC1	i	i	i	i	i	i	i	i	i	i	i
O=C(COc1ccccc1F)NC1CC1	i	i	i	i	i	i	i	i	i	i	i
O=C(Nc1ccccc1Sc1ccccc1)C1CCCO1 (configuration not stated)	i	i	i	i	i	i	i	i	i	i	i
COc1cccc(-c2nc(CS(=O)CC(=O)O)c(C)o2)c1 (configuration not stated)	i	i	i	i	i	i	i	i	i	i	i
COc1ccc(CCNC(=O)[C@@H]2C[C@H]2c2ccccc2)cc1OC	i	i	i	i	i	i	i	i	i	i	i
O=C(NC1CCCCC1)C1CCN(c2nnnn2-c2ccccc2)CC1	i	i	i	i	i	i	i	i	i	i	i
COc1ccc(S(=O)(=O)n2nc(OC(=O)c3cccs3)cc2N)cc1	i	i	i	i	i	i	i	i	i	i	i
CCn1c(C)nc2cc(C(=O)NNC(=S)Nc3ccccc3)ccc21	i	i	i	i	i	i	i	i	i	i	i
O=C1SCCC1NC(=O)C(c1ccccc1)c1ccccc1 (configuration not stated)	i	i	i	i	i	i	i	i	i	i	i
CCN(CC)S(=O)(=O)c1ccc(NC(=O)COC(=O)c2ccc(Br)o2)cc1	i	i	i	i	i	i	i	i	i	i	i
Fc1ccccc1-c1ccc(/C=N/Nc2nc3ccccc3[nH]2)o1	i	i	i	i	i	i	i	i	i	i	i
Cc1cccc(N2CCN(Cc3nc(-c4ccccc4Cl)oc3C)CC2)n1	i	i	i	i	i	i	i	i	i	i	i
CC1CCN(S(=O)(=O)c2ccc(Cl)cc2Br)CC1	i	i	i	i	i	i	i	i	i	i	i
CC1=C(C(=O)OC(C)C)[C@@H](c2ccc(C)o2)NC(=O)N1	i	i	i	i	i	i	i	i	i	i	i
CC1CCC(NC(=O)C2CCC(CNS(=O)(=O)c3ccccc3)CC2)CC1 (configuration not stated)	i	i	i	i	i	i	i	i	i	i	i
C#CCNC(=O)C1=C[C@H](C2CC2)C[C@H](OCCCCO)O1	i	i	i	i	i	i	i	i	i	i	i
COc1ccc(C)cc1NC(=S)N1CC(C)OC(C)C1 (configuration not stated)	i	i	i	i	i	i	i	i	i	i	i
COc1ccc(CN2CCC(C(=O)N(C)CCc3ccc(OC)c(OC)c3)CC2)c(OC)c1	i	i	i	i	i	i	i	i	i	i	i
Cn1c(=O)c2c(nc3n2CCCN3CCc2ccccc2)n(C)c1=O	i	i	i	i	i	i	i	i	i	i	i
COCCCNC(=O)/C(C#N)=C/c1c(N2CCN(c3ccccc3)CC2)nc2c(C)cccn2c1=O	i	i	i	i	i	i	i	i	i	i	i
Oc1[nH]c2ccccc2c1N=Nc1ccc(C(F)(F)F)cn1	i	i	i	i	i	i	i	i	i	i	i
O=C(NNS(=O)(=O)c1ccccc1)c1cnn(-c2ccc(Cl)cc2)c1C(F)(F)F	i	i	i	i	i	i	i	i	i	i	i

Following part.
SMILES	MrgX1 PAM	TRPC4 inh	TMEM16A inh	MrgX1 antagonist	ANO1 activ	TRPC4 PAM	MrgX1 agonist	TRPC4 agonist	RGS4 inh	TRPC6 activator	TRPC6 inh
NC(=O)c1nsc(C(=O)N(Cc2cccnc2)C(C(=O)NC2CCCCC2)c2ccc(F)cc2)c1N (configuration not stated)	i	i	i	i	i	i	i	i	i	i	i
COc1ccc(C2=NOC(c3nnc(-c4ccccc4)o3)C2)cc1 (configuration not stated)	i	i	i	i	i	i	i	i	i	i	i
COCC(=O)N(C)C1(c2nnnn2CCOC(=O)Nc2ccc(Cl)cc2)CCCCC1	i	i	i	i	i	i	i	i	i	i	i
O=C(NCCCCNC(=O)c1cccs1)c1cccs1	i	i	i	i	i	i	i	i	i	i	i
Cc1cc2ncn(S(=O)(=O)c3ccc(S(=O)(=O)N4CCOCC4)cc3)c2cc1C	i	i	i	i	i	i	i	i	i	i	i
Cc1cccc2cc(C(c3nnnn3C(C)(C)C)N3CCN(C(=O)c4ccco4)CC3)c(=O)[nH]c12 (configuration not stated)	i	i	i	i	i	i	i	i	i	i	i
CCOC(=O)c1c(S(=O)(=O)Nc2ccc(F)cc2Cl)c(C)n(C)c1C	i	i	i	i	i	i	i	i	i	i	i
COc1ccc(NCc2ccc([N+](=O)[O-])s2)c(OC)c1	i	.	i	i	i	.	i	.	.	.	.
COc1ccc2[nH]c(C(=O)NCCCn3ccnc3)cc2c1	i	i	i	i	i	i	i	i	i	i	i
Cc1cccc(C)c1NC(=S)NC(C)CCc1ccccc1 (configuration not stated)	i	i	i	i	i	i	i	i	i	i	i
Cc1ccc(-n2c(C)c3c(C)nnc(C)c3c2C)cc1C	i	i	i	i	i	i	i	i	i	i	i

Compound activity deposited in PubChem BioAssay by Johns Hopkins Ion Channel Center.
